Bioassay records as filed in PubChem.
OX1R antag-1: OX1R (HCRTR1) antagonists, primary screen, fluorescence, CHO/OX1R cells, Fluo-8 calcium, orexin A; Orexin/Hypocretin receptor type 1 (Homo sapiens), O43613; Fluo-8 calcium fluorescence; inhibition, % at 5 µM; 330,000 compounds, 0.43% hits; AID 434989, 2010;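 active = inhibition above its plate's threshold, mean inhibition of all tested compounds on the plate plus 3 SD, cut at about 37% in these data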;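 note: 0% = orexin A challenge wells and 100% = SB-334867-A antagonist wells; not every result past the cut was called active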
Target sequence (O43613 whole entry, looked up): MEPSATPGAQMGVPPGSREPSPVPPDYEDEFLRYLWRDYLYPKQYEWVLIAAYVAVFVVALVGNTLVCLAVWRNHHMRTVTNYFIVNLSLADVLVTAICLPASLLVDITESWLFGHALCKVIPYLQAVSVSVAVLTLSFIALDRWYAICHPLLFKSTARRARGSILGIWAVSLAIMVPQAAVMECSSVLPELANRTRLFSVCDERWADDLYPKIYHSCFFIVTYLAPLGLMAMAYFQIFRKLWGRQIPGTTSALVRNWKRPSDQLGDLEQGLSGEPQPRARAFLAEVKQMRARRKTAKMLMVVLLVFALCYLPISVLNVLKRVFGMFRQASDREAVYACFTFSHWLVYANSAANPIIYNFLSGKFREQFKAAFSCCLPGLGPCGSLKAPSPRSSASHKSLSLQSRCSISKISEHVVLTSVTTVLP
OX1R antag-2: antagonists of human orexin 1 receptor (OX1R). AID 485270, 2010. Orexin/Hypocretin receptor type 1 (Homo sapiens), O43613. OX1R-expressing cells, FRET antagonist read-out. 330,000 compounds, 1.8% hits. inhibition, % at 6.6 µM; in the data active = inhibition mostly above about 38%, no sharp cut-off; inactive = mostly below about 40%;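 note: 0% = agonist challenge alone and 100% = reference antagonist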
* marks the source's active call; other numbers are inactive results.

SMILES | OX1R antag-1 | OX1R antag-2
O=C(NP(=O)(N1CCOCC1)N1CCOCC1)C1=C(N2CCOCC2)/C(=C\c2ccccc2)CC1 | -35 | 14
O=C(c1ccccc1)c1nc2c(n1O)CCCCC2 | -20 | 23
NC(=O)c1c(NC(=O)c2cccs2)sc2c1CCCCCC2 | -14 | 31
CCn1c(SCC(=O)NCc2ccc3c(c2)OCO3)nnc1-c1ccncc1 | -13 | 26
Cc1ccc(NC(=S)Nn2cnnc2)cc1 | -2 | 3
CCC1CCCCN1CCCNC(=O)c1csc2c1CCCCC2 (centres undefined) | -36 | -2
CCc1ccc(N2C(=O)C3NN=C(C(=O)OCc4ccccc4)C3C2=O)cc1 (centres undefined) | -11 | 13
Cc1ccc(C)c(Oc2cc(F)nc(N)n2)c1 | -12 | 12
Brc1ccc(C2Nc3cccc4cccc(c34)N2)s1 | -1 | 15
O=C1CCc2cc(S(=O)(=O)N3CCC(C(=O)NC4CCCC4)CC3)ccc2N1 | -22 | 16
COc1ccc(OC)c(S(=O)(=O)N(C)CC(=O)N2CCN(c3ccc(F)cc3)CC2)c1 | -1 | 14
Cc1cccc(-c2noc(CCC(=O)Nc3ccc(C(N)=O)cc3)n2)c1 | 3 | 5
Cn1c(Oc2ccccc2)c(C=O)c2ccccc21 | -16 | 26
CN(C(=O)CSc1nnc2n1CCCCC2)C1(C#N)CCCCC1 | -14 | 1
O=C(C1CCN(S(=O)(=O)N2CCC3(CC2)OCCO3)CC1)N1CCOCC1 | 6 | 32
CC1(C)Cc2ccccc2C(N)=C1C#N | -11 | 4
CCc1ccc2c(c1)c(N=NC1=NC(=O)CS1)c(O)n2C | -14 | 20
Oc1oc(-c2ccccc2Br)nc1/C=N/c1ccccn1 | -12 | 33
CCN1CCN(C(CNS(=O)(=O)c2ccccc2)c2cccnc2)CC1 (centres undefined) | -10 | 30
COc1cc(/C=N\n2cnnc2)ccc1OCC(=O)Nc1ccc(C)cc1 | -18 | 17
O=C1C(Cc2ccccc2)NC(=S)N1Cc1ccccc1 (centres undefined) | -6 | 8
CCc1nc(N=Nc2c(O)[nH]c3ccccc23)c2c3c(sc2n1)CCC3 | -26 | 4
CC(=O)[C@@]12O[C@@H]1C[C@H]1[C@@H]3CC[C@H]4C[C@@H](O)CC[C@]4(C)[C@H]3CC[C@@]12C | -8 | -2
Cc1cccc2nc(-c3ccccc3)nc(N[C@@H](CO)c3ccccc3)c12 | -23 | 9
Cc1cccc(OCC(=O)Nc2cc(Cl)ccc2-n2cncn2)c1C | -22 | 27
NS(=O)(=O)c1ccc(NC(=S)NC(=O)C2CCCC2)cc1 | 0 | -6
COc1ccc(NC(=O)CSCC(=O)Nc2ccccc2N2CCCC2)cc1 | -26 | 19
COc1ccc(-n2c(C)c([N+](=O)[O-])c3ccc(O)c(CN(C)C)c32)cc1 | -18 | 22
COc1cc2c(cc1OC)C(C)N(C(=O)c1c(-c3ccccc3)noc1C)CC2 (centres undefined) | 6 | 21
Cc1cc2oc(=O)cc(-c3cc4ccccc4o3)c2cc1O | 7 | 18
Cc1ccc(NC(=O)CSc2ncnc3ccccc23)cc1S(=O)(=O)N1CCCCCC1 | 21 | 38
C/C(=N\NC(=O)c1ccc(CN2CCOCC2)cc1)c1ccc([N+](=O)[O-])cc1 | -5 | 23
COc1cccc(/C=N/NC(=O)c2ccc(=O)n(C)c2)c1O | 1 | 11
COCCN1C(=O)N(C)[C@@H](c2ccccc2)C(C(C)=O)=C1C | 2 | 9
CCCCN(CCCC)CCNC(=O)CN1C(=O)CSc2ccc(S(=O)(=O)N3CCCCC3)cc21 | -38 | -3
Cc1ccc(S(=O)(=O)N2CCOCC2)cc1NC(=O)COc1ccc(-c2nnco2)cc1 | -11 | 4
COc1ccc(O)c(/C=C(\C#N)C(=O)Nc2cccnc2)c1 | 5 | 69
CC[n+]1c(/C=C/Nc2ccccc2)oc2ccccc21 | -10 | 21
Cc1cccc(C)c1Nc1nnc(SCC(=O)c2ccc3c(c2)NC(=O)CO3)s1 | -9 | 15
O=C(c1cccc(C(F)(F)F)c1)C1CCCN(C(=O)CN2CCOC2=O)C1 (centres undefined) | -11 | 15
O=C(NNC(=O)C1CCN(Cc2cccc(F)c2)CC1)c1cccc(Cl)c1 | -16 | 3
N#C/C(=C\c1c[nH]c2ccccc12)c1nnc2n1CCCCC2 | -17 | 20
Nc1nc(NC(=O)/C=C\C(=O)O)nn1-c1ccccc1 | 0 | 22
O=C(N/N=C/c1ccccc1OCc1ccccc1Cl)c1cccnc1 | -24 | 6
CCn1c(Cc2ccccc2)n[nH]c1=S | -6 | 15
OCC1(CO)COC(/C=C/c2ccccc2)=N1 | -2 | -4
CCc1ccc(N(CC(=O)NCc2ccco2)C(=O)CCC(=O)Nc2nccs2)cc1 | -14 | 5
COc1cc(/C=N/NC(=O)C2c3ccccc3Oc3ccccc32)ccc1O | -18 | 23
O=[N+]([O-])c1ccccc1/C=N/n1c(-c2ccccc2)n[nH]c1=S | -3 | 29
Cc1ccc(-c2nc(C3CCCN(S(=O)(=O)c4ccc(C(F)(F)F)cc4)C3)no2)cc1 (centres undefined) | -19 | 13
COc1ccc(OC)c(-c2nc3cc4ccccc4cc3nc2-c2ccccc2)c1 | -42 | 16
COc1cccc(NC(=O)CSc2nnc3c(n2)[nH]c2ccc(C)cc23)c1 | 14 | 5
O=C(CSc1nnc(-c2cccnc2)o1)Nc1ccccn1 | -3 | 16
CCOC(=O)N1CCN(C(=O)Cc2ccc(-n3c(=O)[nH]c4ccccc4c3=O)cc2)CC1 | -5 | 11
Cc1ccc(CNC(=O)c2ccc3c(c2)S(=O)(=O)c2ccccc2C3=O)o1 | -12 | 46
Cc1ccc(NC(=O)CCC(=O)c2cccs2)c(O)c1 | -8 | 21
CCC(=O)Nc1cccc(NC(=S)NC(=O)c2ccc(C)cc2)c1 | -18 | 24
COc1ccc(NC(=O)CC2C(=O)N(c3ccc(F)cc3)C(=S)N2NC(=O)c2ccccc2)cc1 (centres undefined) | -12 | 5
Cc1ccccc1CSCC(=O)NC(=O)NC(C)(C)C | -10 | 17
CCc1nn(-c2ccccc2)c2c1-c1cc(OC)c(OC)cc1C1(N2)C(=O)Nc2ccccc21 (centres undefined) | -16 | 11

Four entries from above, with values ahead of the structure.
OX1R antag-1	OX1R antag-2	Structure
-19	13	Cc1ccc(-c2nc(C3CCCN(S(=O)(=O)c4ccc(C(F)(F)F)cc4)C3)no2)cc1 (centres undefined)
-42	16	COc1ccc(OC)c(-c2nc3cc4ccccc4cc3nc2-c2ccccc2)c1
14	5	COc1cccc(NC(=O)CSc2nnc3c(n2)[nH]c2ccc(C)cc23)c1
-3	16	O=C(CSc1nnc(-c2cccnc2)o1)Nc1ccccn1

(list continues)
SMILES | OX1R antag-1 | OX1R antag-2
COc1c(C(=O)NNC(=O)c2ccccc2Cl)csc1Br | -15 | 9
CCC(=O)NC1=C(NC(C)c2ccccc2)C(=O)c2ccccc2C1=O (centres undefined) | -21 | 64*
Fc1cccc(CSc2nc3ccncc3[nH]2)c1 | -12 | 3
O=C(Cc1cn2ccsc2n1)Nc1nc2c(s1)CCCC2 | -19 | 4
O=S(=O)(NCC1OCCc2ccccc21)c1ccc(S(=O)(=O)N2CCOCC2)cc1 (centres undefined) | -19 | 11
CC1CCCCC12NC(=O)N(CC(=O)OCC(=O)c1ccc(OC(F)F)cc1OC(F)F)C2=O (centres undefined) | -15 | 28
Cc1ccc(-c2noc(CCC(=O)Nc3cc(C)ccn3)n2)cc1 | -18 | 17
O=C(COc1ccc(Br)cc1F)Nc1nnc(C2CC2)s1 | -1 | 3
Cc1cc2c(cc1S(=O)(=O)NCC(C)c1ccccc1)n(C)c(=O)c(=O)n2C (centres undefined) | 12 | 24
O=C(Nc1nnc(CCOCCOCCc2nnc(NC(=O)c3ccco3)s2)s1)c1ccco1 | -14 | 17
Cc1cc(C)n(-c2cc(C(C)(C)C)nc3c(-c4ccc(Cl)cc4)cnn23)n1 | -34 | 3
CN(CC(=O)N1CCCC1)S(=O)(=O)c1ccc2ccccc2c1 | -20 | 15
CCOc1cc(-c2nc3cc(C)ccn3c2NCC2CCCO2)ccc1O (centres undefined) | -4 | 3
COC(=O)c1sccc1NC(=O)c1ccc(Cl)s1 | -10 | 10
Cc1ccccc1OCc1n[nH]c(=S)n1Cc1ccccc1 | -3 | 35
CCN(CC)CCNC(=O)CS(=O)Cc1nc(-c2ccccc2Cl)oc1C (centres undefined) | -13 | 10
O=C(NC1(C(F)(F)F)N=C2SCCN2C1=O)C1CCCCC1 (centres undefined) | -21 | 24
CCN1CCC(NC(=O)Nc2ccc(F)cc2F)CC1 | 2 | 2
COc1ccc(-n2nc(C(=O)NCC(=O)N3CC(C)CC(C)C3)c3ccccc3c2=O)c(OC)c1 (centres undefined) | -15 | 4
FC(F)(F)c1cc(CCN2C(=S)NC[C@@H]2c2ccccc2)cc(C(F)(F)F)c1 | -35 | 26
O=[N+]([O-])c1ccccc1S(=O)(=O)n1nnc2ccccc21 | -9 | 14
O=C(O)c1[nH]c2ccc([N+](=O)[O-])cc2c1-c1ccccc1 | 1 | 20
CC1=CC=CN2C1=NC(=O)CC2(C)C(=O)N(CC(=O)NC1CCCC1)c1cc(C)cc(C)c1 (centres undefined) | 0 | -4
COc1cc2[nH]c3c(N4CCC(C(N)=O)CC4)ncnc3c2cc1OC | -3 | 23
O=C1Nc2ccc(Br)cc2/C1=C/C1CC=CCC1 (centres undefined) | -16 | 21
C=CCNc1cnn(-c2ccc(C)cc2)c(=O)c1Sc1ccc(C)cc1 | 0 | 11
COc1cccc(OC)c1OCCNCC1COc2ccccc2O1 (centres undefined) | -20 | 17
C=CCSc1nsc(NC(=O)Nc2ccc(F)cc2)n1 | -1 | 70*
COc1ccc(-c2cc(C(F)(F)F)nc(SCCC(=O)NCc3ccccc3)n2)cc1 | -34 | 9
CC1CC(C)CN(Cc2nc(N)nc(Nc3ccccc3)n2)C1 (centres undefined) | -3 | 34
Cc1nn(CC(=O)O)c(C)c1C | 10 | 8
O=C(NC1CCCCCCC1)c1cnccn1 | -6 | 17
CCc1cccc2c(C(=O)CN3C(=O)C(=O)N(C4CCCC4)C3=O)c[nH]c12 | 15 | -2
CCN(Cc1nc(-c2ccc(OC)cc2)no1)C(=O)c1ccc2c(c1)OCO2 | -20 | 6
O=C1N=C(N2CCOCC2)SC1=C1CCCCC1 | 3 | 4
Cc1onc(-c2ccccc2Cl)c1C(=O)NNC(=O)c1ccccc1F | -8 | 0
Nc1nnc(SCC(=O)OCC(=O)Nc2ccc(Br)cc2)s1 | 9 | 12
Cc1ccccc1S(=O)Cc1ccc(C(=O)NCCN2CCOCC2)o1 (centres undefined) | -15 | 2
Cc1ccc2c(c1)OC(c1ccc3c(c1)OCCO3)CC2=O (centres undefined) | -17 | 10
CCCCN(C)C(=O)C1CCN(CCCc2ccccc2)CC1 | -22 | 21

Structural class, those above with fluorine.
SMILES | OX1R antag-1 | OX1R antag-2
Cc1ccc(C)c(Oc2cc(F)nc(N)n2)c1 | -12 | 12
COc1ccc(OC)c(S(=O)(=O)N(C)CC(=O)N2CCN(c3ccc(F)cc3)CC2)c1 | -1 | 14
O=C(c1cccc(C(F)(F)F)c1)C1CCCN(C(=O)CN2CCOC2=O)C1 (centres undefined) | -11 | 15
O=C(NNC(=O)C1CCN(Cc2cccc(F)c2)CC1)c1cccc(Cl)c1 | -16 | 3
Cc1ccc(-c2nc(C3CCCN(S(=O)(=O)c4ccc(C(F)(F)F)cc4)C3)no2)cc1 (centres undefined) | -19 | 13
COc1ccc(NC(=O)CC2C(=O)N(c3ccc(F)cc3)C(=S)N2NC(=O)c2ccccc2)cc1 (centres undefined) | -12 | 5
Fc1cccc(CSc2nc3ccncc3[nH]2)c1 | -12 | 3
CC1CCCCC12NC(=O)N(CC(=O)OCC(=O)c1ccc(OC(F)F)cc1OC(F)F)C2=O (centres undefined) | -15 | 28
O=C(COc1ccc(Br)cc1F)Nc1nnc(C2CC2)s1 | -1 | 3
O=C(NC1(C(F)(F)F)N=C2SCCN2C1=O)C1CCCCC1 (centres undefined) | -21 | 24
CCN1CCC(NC(=O)Nc2ccc(F)cc2F)CC1 | 2 | 2
FC(F)(F)c1cc(CCN2C(=S)NC[C@@H]2c2ccccc2)cc(C(F)(F)F)c1 | -35 | 26
C=CCSc1nsc(NC(=O)Nc2ccc(F)cc2)n1 | -1 | 70*
COc1ccc(-c2cc(C(F)(F)F)nc(SCCC(=O)NCc3ccccc3)n2)cc1 | -34 | 9
Cc1onc(-c2ccccc2Cl)c1C(=O)NNC(=O)c1ccccc1F | -8 | 0
